Assay outcomes deposited in PubChem by National Center for Advancing Translational Sciences (NCATS).
TDP1 block = TDP1 (human) enzyme inhibition; Q9NUW8; recombinant TDP1, AlphaScreen DNA substrate cleavage; Potency, µM (series often up to 130 µM), for the others: at the highest dose activity change, negative = inhibition, actives largely listed as inhibitors; 0.28% of 350,000 active; AID 485290; also: nearly all actives have a fitted effect of over 40% in size
Target sequence (Q9NUW8 whole entry, looked up): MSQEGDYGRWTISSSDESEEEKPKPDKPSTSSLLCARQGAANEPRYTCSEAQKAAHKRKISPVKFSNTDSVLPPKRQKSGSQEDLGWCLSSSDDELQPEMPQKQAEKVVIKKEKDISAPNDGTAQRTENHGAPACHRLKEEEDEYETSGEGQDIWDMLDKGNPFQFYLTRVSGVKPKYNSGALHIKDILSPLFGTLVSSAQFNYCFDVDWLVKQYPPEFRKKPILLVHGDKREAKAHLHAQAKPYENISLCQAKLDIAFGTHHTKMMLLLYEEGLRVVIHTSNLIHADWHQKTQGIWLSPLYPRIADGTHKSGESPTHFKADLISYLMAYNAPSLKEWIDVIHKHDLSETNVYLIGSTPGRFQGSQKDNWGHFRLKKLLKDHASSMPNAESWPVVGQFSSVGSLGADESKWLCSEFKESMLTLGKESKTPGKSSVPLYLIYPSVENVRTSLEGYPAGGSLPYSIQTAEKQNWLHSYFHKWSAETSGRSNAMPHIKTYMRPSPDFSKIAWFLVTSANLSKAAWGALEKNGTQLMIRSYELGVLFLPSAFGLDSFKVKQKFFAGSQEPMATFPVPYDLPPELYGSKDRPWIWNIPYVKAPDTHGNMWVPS
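Recombinant E. coli-expressed Tdp1 (1 nM) preincubated with compound 15 min at RT, then 5'-biotin/3'-phosphotyrosine-FITC DNA substrate (15 nM) added for 5 min. AlphaScreen beads (10 ug/ml) added, 10 min RT; tyrosine-FITC cleavage read as signal loss.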
DT40 TDP1 no CPT = qHTS for Inhibitors of human tyrosyl-DNA phosphodiesterase 1 (TDP1): qHTS in cells in absence of CPT; AID 686978, 2013; 15% of 420,000 active; DT40 Tdp1-/- hTDP1 cells, no CPT, ATP luminescence, 48 h; Potency, µM (titrated, usually from 46.2 µM), without a hit: at the highest dose activity change, negative = growth inhibition, hits mostly inhibitors; also: nearly all actives have a fitted effect of over 55% in size
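Camptothecin absent (DMSO only). Human TDP1-complemented DT40 knockout cells, 400 cells/well, 37 °C for minimum 48 hr; ATP measured via CellTiter-Glo, 30 min dark incubation, luminescence.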
DT40 TDP1 CPT = DT40-hTDP1 cell growth loss with CPT. chicken DT40 Tdp1-/-;hTDP1 cells + 20 nM CPT, ATP luminescence, 48 h. Potency, µM (series often up to 46.2 µM), inactives show top-dose activity change, negative = growth inhibition, usual class: inhibitors. 12% of 420,000 active. AID 686979; also: nearly all actives have a fitted effect of over 55% in size
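Chicken DT40 Tdp1-/- cells complemented with human TDP1, 400 cells/well, exposed to compounds plus 20 nM camptothecin for at least 48 h at 37 C; viability read as ATP content by CellTiter-Glo luminescence.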
Starred values were filed as active, the others as inactive; ? = inconclusive; . = no result given; & = joins results of further samples; [ ] = remark or other dose. Calls follow the shape of the dose curve; as a rule, active = well fitted curve in the direction sought with a large enough effect; inconclusive = small, poorly fitted or top-dose-only effect, or another doubt; inactive = no such curve, though single readings can be large; an effect the other way counts as inactive or inconclusive. % is scaled to controls: 0 for no effect and ±100 for the full control effect; potency is read from the fitted curve at half-maximal effect.

SMILES	TDP1 block	DT40 TDP1 no CPT	DT40 TDP1 CPT
Cc1nn2cc(-c3cccc(Cl)c3)cnc2c1Br	-3%	5.8µM*	?
COc1ccc(C(=O)CC(=O)C(=O)Nc2ccc([N+](=O)[O-])cc2C)cc1	.	?	?
NC(=O)c1cc([N+](=O)[O-])ccc1NCCN1C(=O)c2ccc(C(=O)O)cc2C1=O	0%	10%	4%
CCOC(=O)c1sc(=S)n(C)c1N	4%	-24%	2%
O=C(C1CC(=O)N(C2CCCCC2)C1)N1CCc2ccccc21 (stereo not given)	7%	-8%	-11%
O=[N+]([O-])c1ccc(/C=C/c2ccnc3ccccc23)cc1	.	16µM*	11µM*
COC(=O)C(C)NC(=O)CNS(=O)(=O)c1ccc(F)cc1 (stereo not given)	1%	-30%	3%
COc1ccc(/C=N/n2c(SC)nnc(C(C)(C)C)c2=O)c(OC)c1	5%	?	?
Cc1cc(=O)oc(C)c1C(=O)N1CCN(C(c2ccccc2)c2ccccc2)CC1	-3%	29µM*	21µM*
CCc1nn(CC(=O)N2CCN(c3cccc(C(F)(F)F)c3)CC2)c(=O)c2cccn12	-6%	-22%	-13%
CN(CCCC(=O)O)S(=O)(=O)c1ccc2c(c1)C(=O)c1cc(S(=O)(=O)N(C)CCCC(=O)O)ccc1-2	.	10%	-7%
Cc1ccc(C)c(-c2nc(Cn3c(=O)cc(-c4ccccc4)c4c(C)nn(C)c43)c(C)o2)c1	5%	-9%	?
CCCNC(=O)NC(=O)COc1ccc2oc3ccccc3c2c1	0%	?	?
COc1ccc(C(=O)O)cc1Nc1cc(C)nc2ncnn12	5%	-2%	-14%
O=C(COC(=O)C1C2CC3OC(=O)C1C3C2)Nc1cccc(C(F)(F)F)c1 (stereo not given)	5%[0.0935 µM]	-10%	-8%
O=S(=O)(Nc1nc2ccccc2nc1NCc1ccco1)c1ccc(Cl)cc1	2%	?	?
Cc1ccc2c(c1)NC(c1cccnc1)=NC(c1ccc(F)cc1)=N2	2%	5.8µM*	?
CCOC(=O)N1CCC2(O)CCCCC2C1c1ccc(F)cc1 (stereo not given)	-1%	4%	-5%
CCNC(=O)C1CCCN(C(=O)c2ccc(N(C)C)cc2)CC1 (stereo not given)	.	12%	-13%
Cc1ccc(C(=O)Nc2c3c(nn2-c2ccccc2)CS(=O)(=O)C3)cc1C	3%	-12%	-11%
CC[C@@]1(C(=O)OC)N[C@H](CN(C)C(=O)c2ccccc2)[C@@H]2C(=O)N(C)C(=O)[C@@H]21	0%	20%	11%
CN1CCN(S(=O)(=O)c2ccccc2)CC1	1%&5%	1%&-4%	3%&21%
COc1ccc(S(=O)(=O)n2[nH]c(=O)c(CCO)c2C)c([N+](=O)[O-])c1	2%	-16%	-5%
Cc1nc(C(=O)N2CCc3c([nH]c4ccccc34)C2c2ccccn2)cs1 (stereo not given)	3%	-10%	7%
COc1ccc(C(=O)n2cc(C(C)=O)c3ccccc32)cc1	.	15µM*	10µM*
Cc1cc(N2CCN(c3cccc(C(F)(F)F)c3)CC2)n2nc(C)nc2n1	8%	?	-14%
COc1cc(OC)c(N(C)S(=O)(=O)c2cccc(C(=O)OCC(=O)NCc3ccco3)c2)cc1Cl	0%	?	?
Cc1ccc(NC(=O)C(OC(=O)c2ccc(O)cc2)c2ccccc2)cc1Cl (stereo not given)	3%	0%	1%
CC(=O)Nc1ccc(N2C(=O)CSC2c2ccccc2)cc1 (stereo not given)	.	16%	-4%
CNc1nnc(-c2cc3ccccc3oc2=O)s1	2%	0%	-8%
Cc1ccc(NC(=O)OCc2cc(-c3ccccc3)on2)cc1	0%	5%	18%
CCN1CCN(C(CNS(=O)(=O)c2ccc(Cl)cc2)c2cccnc2)CC1 (stereo not given)	4%	-13%	0%
O=C(Cc1ccc(Cl)cc1)Nc1ccc2oc(=O)ccc2c1	1%	-27%	-23%
COc1ccc(-c2nnc(CSc3nc4ccccc4c(=O)n3CC(C)C)o2)cc1OC	2%	16µM*	?
O=C(O)CN1C(=O)SC(Nc2ccccc2)C1=O (stereo not given)	2%[56.1 µM]	-2%	1%
O=C1CC(c2ccccc2)CC(O)=C1C=NCCN1CCOCC1 (stereo not given)	-1%	-12%	-6%
CN1C[C@@H]2[C@@H]3C(=O)N(Cc4ccccc4)C(=O)[C@@H]3[C@](C)(C1=O)N2C(=O)c1ccc(Cl)cc1	1%	-1%	3%
COc1cc(OC)c(NS(=O)(=O)c2cn(C)cn2)cc1Cl	3%	8%	4%
CC(C)c1ccccc1NC(=O)c1cnccn1	2%	-1%	-21%
COc1ccc(CNCC(O)(c2ccc(F)cc2)c2ccc(F)cc2)cc1	0%	13µM*	?
O=C(COC(=O)c1ccc2ccccc2n1)c1ccccc1	5%	6%	2%
Cc1cccc(OCc2nc(CC(=O)Nc3ccc(C)cc3C)cs2)c1	4%	?	15µM*
COc1ccccc1-c1cncnc1NCc1ccccc1	.	-12%	-3%
CC(=O)c1ccc(N2CCN(CC(O)COC(c3ccccc3)c3ccccc3C)CC2)cc1 (stereo not given)	6%	?	23µM*
Cc1ccc(C)c(OCCN2CCOCC2)c1	5%	19%	3%
O=c1ccc(C(F)(F)F)cn1Cc1cc(=O)n2cc(Br)ccc2n1	.	2%	7%
CCNC(=O)NC(=O)C(C)OC(=O)[C@H](C)NS(=O)(=O)c1c(C)c(C)cc(C)c1C (stereo not given in full)	3%	-10%	-19%
CCN(CC(=O)Nc1cccc(C(C)=O)c1)S(=O)(=O)c1ccccc1	.	-17%	1%
COCCOC(=O)c1c(C)nc(SCC(=O)Nc2ccc(OC)cc2)c(C#N)c1-c1ccco1	3%	?	-12%
O=C(NCC1CCCO1)c1ccc(OC2CCN(C(=O)C3CC3)CC2)cc1 (stereo not given)	3%	10%	6%
Further structures.
SMILES	TDP1 block	DT40 TDP1 no CPT	DT40 TDP1 CPT
COc1ccc(CNC(=O)C(C)NCc2ccc(S(N)(=O)=O)cc2)cc1 (stereo not given)	14%	13%	2%
Nc1[nH]c(=S)nc2nc(-c3ccccc3)c(-c3ccccc3)nc12	1%	?	?
CNc1nc(N)nc(OC(C(F)(F)F)C(F)(F)F)n1	2%	-2%	-2%
Cc1ccc(NC(=O)CSc2nnc([C@H](C)NC(=O)OC(C)(C)C)o2)c(C)c1	-3%	-4%	10%
O=C(NCCc1ccc(Cl)cc1)Nc1ccc(F)cc1	0%	?	?
CN(C)c1nc(N)nc(CSc2ccccn2)n1	5%	0%	-4%
Cc1ccc(NC(=O)CSC(C)c2nc3ccccc3c(=O)[nH]2)cc1 (stereo not given)	0%	-22%	-15%
O=C(NC(c1ccc(-c2ccccc2)cc1)c1cnccn1)C1CCN(Cc2ccc(Cl)c(Cl)c2)CC1 (stereo not given)	.	?	?
COc1ccc(C(=O)Nc2ccc3c(c2)N(C2CCCC2)C(=O)c2ccccc2S3)cc1OC	3%	5.2µM*	10µM*
CCN(CC)CCNC(=O)Cn1ncc2c([nH]c3ccccc32)c1=O	-5%	8%	10%
NS(=O)(=O)c1cccc(NC(=O)CC23CC4CC(CC(Br)(C4)C2)C3)c1	-4%	-2%	-5%
CC1CC(C)CN(CCOc2cccc(Cl)c2Cl)C1 (stereo not given)	-4%	?	?
Cn1c(-c2ccccc2)c[n+]2c1CCCCC2	0%	0%	6%
N#Cc1ccc2c(=O)n(-c3ccccc3)sc2c1	.	2.6µM*	3.3µM*
CCOC(=O)[C@]12CCCC=C1N(Cc1ccco1)C(=O)[C@H](CC(=O)N1CCN(C(=O)c3ccco3)CC1)C2	.	-16%	-2%
CCN1CCN(CCNC(=O)c2ccc3c(c2)N(Cc2cccc(Cl)c2)C(=O)c2ccccc2S3=O)CC1 (stereo not given)	1%	-3%	-17%
COc1ccc(C)cc1NC(=O)COC(=O)C1COc2ccccc2O1 (stereo not given)	0%	1%	-2%
O=C1NC[C@@H](CCCCN2C[C@H](Cc3ccccc3)N(Cc3ccccc3)C(=O)C2=O)N(CCc2ccccc2)C1=O	.	-22%	-13%
Cc1ccccc1CN1CCN(C(=O)CC(C)C)CC1	.	5%	-12%
CC1(C)SC2C(NC(=O)C(NC(=O)N3CCNC3=O)c3ccccc3)C(=O)N2C1C(=O)O (stereo not given)	-12%[56.1 µM]	-1%	5%

Ordered by SMILES length (highest first): 14 of the compounds above
SMILES	TDP1 block	DT40 TDP1 no CPT	DT40 TDP1 CPT
COc1cc(OC)c(N(C)S(=O)(=O)c2cccc(C(=O)OCC(=O)NCc3ccco3)c2)cc1Cl	0%	?	?
NC(=O)c1cc([N+](=O)[O-])ccc1NCCN1C(=O)c2ccc(C(=O)O)cc2C1=O	0%	10%	4%
COc1ccc(C(=O)Nc2ccc3c(c2)N(C2CCCC2)C(=O)c2ccccc2S3)cc1OC	3%	5.2µM*	10µM*
COc1ccc(S(=O)(=O)n2[nH]c(=O)c(CCO)c2C)c([N+](=O)[O-])c1	2%	-16%	-5%
O=C(NCC1CCCO1)c1ccc(OC2CCN(C(=O)C3CC3)CC2)cc1 (stereo not given)	3%	10%	6%
Cc1ccc(NC(=O)CSC(C)c2nc3ccccc3c(=O)[nH]2)cc1 (stereo not given)	0%	-22%	-15%
O=c1ccc(C(F)(F)F)cn1Cc1cc(=O)n2cc(Br)ccc2n1	.	2%	7%
O=C(C1CC(=O)N(C2CCCCC2)C1)N1CCc2ccccc21 (stereo not given)	7%	-8%	-11%
O=C(Cc1ccc(Cl)cc1)Nc1ccc2oc(=O)ccc2c1	1%	-27%	-23%
COc1ccc(C(=O)O)cc1Nc1cc(C)nc2ncnn12	5%	-2%	-14%
CC1CC(C)CN(CCOc2cccc(Cl)c2Cl)C1 (stereo not given)	-4%	?	?
Cn1c(-c2ccccc2)c[n+]2c1CCCCC2	0%	0%	6%
CN(C)c1nc(N)nc(CSc2ccccn2)n1	5%	0%	-4%
CC(C)c1ccccc1NC(=O)c1cnccn1	2%	-1%	-21%

(continued)
SMILES	TDP1 block	DT40 TDP1 no CPT	DT40 TDP1 CPT
CCCCn1nnnc1C(c1ccccc1)N1CCN(c2ccc(C)cc2)CC1 (stereo not given)	.	18µM*	?
Cc1ccc(S(=O)(=O)NCC(c2ccccc2)N2CCN(CCC#N)CC2)cc1 (stereo not given)	6%	-10%	-13%
NC(=O)c1ncn([C@@H]2O[C@H](CNCc3ccccc3C#Cc3ccccc3)[C@@H](O)[C@H]2O)n1	.	-18%	-26%
CCCCCN(C(=O)COC(=O)c1ccc(C)cc1)c1c(N)n(CCCC)c(=O)[nH]c1=O	1%	1%	-1%
O=c1[nH]cnc2c1N=C(c1cccc([N+](=O)[O-])c1)CC(c1ccccc1)N2 (stereo not given)	-8%	-11%	-12%
Cc1ccccc1CNC(=O)c1ccc(-n2c(C)cc3c2CCCC3)cc1	5%	?	?
C/C(CC(=O)Nc1ccccn1)=N\NC(=O)c1ccccc1O	4%	16µM*	4.1µM*
O=C(O)C(Cc1ccccc1)N=C(NS(=O)(=O)c1ccccc1)c1ccccc1 (stereo not given)	1%	-9%	15%
CCOC(=O)N1CCN(C(=O)CS(=O)Cc2nc(-c3cccc(C)c3)oc2C)CC1 (stereo not given)	4%	-9%	-10%
O=C(CSc1nnc(-c2c[nH]c3ccccc23)n1CC1CCCO1)Nc1ccc2c(c1)OCCO2 (stereo not given)	3%	-20%	-24%
Cc1ccsc1C(=O)N1CCN(S(=O)(=O)c2cccs2)CC1	-5%	?	-11%
COc1ccc(-c2cn3c(n2)sc2cc(C(=O)N4CCCCC4)ccc23)cc1	-5%	21µM*	?
C#CCn1cc2c(c1-c1ccccc1)c(=O)n(C)c(=O)n2C	.	21µM*	16µM*
O=C(O)C1CCN(Cc2cccnc2)CC1	3%	2%	0%
C/C(=N\Nc1ccccn1)c1cccs1	5%	-18%	17%
O=C(COC(=O)c1ccccc1C(F)(F)F)NC(=O)NCc1ccco1	-4%	-2%	15%
COc1cccc(CNCCOCCO)c1OC	0%	-2%	9%
Cc1ccc(NC(=O)Cn2cnc3c(oc4nc5c(cc43)COC(C)(C)C5)c2=O)cc1	-6%	?	?
O=c1[nH]c2ccccc2n1CCCOc1ccccc1	3%	-15%	-4%
Cc1cccc(C(=O)Oc2ccccc2/C=N/Nc2ccc([N+](=O)[O-])cc2)c1	2%	16µM*	29µM*
CC(=O)c1cccc(NC(=O)C2=CC(c3ccco3)=NS(=O)(=O)N2C)c1	2%&3%	?	?
Cc1cnc(C(=O)OCC(=O)N2CC(C)CC(C)C2)cn1 (stereo not given)	-7%	11%	8%
Cc1nn(CC(=O)N2c3ccccc3NC(=O)C2(C)C)c(C)c1[N+](=O)[O-]	3%	?	-10%
COc1ccccc1NC(=S)N(CCN(C)C)C(C)c1ccncc1 (stereo not given)	6%	-2%	-9%
